AT treatment: potential ataxia-telangiectasia treatments restoring KAP-1 phosphorylation. 0.19% of 320,000 active. Potency, µM (series often up to 57.5 µM), for the others: at the top dose activation, hits mostly activators. AID 485349. […] A-T fibroblasts, KAP-1 phosphorylation AlphaLISA; neocarzinostatin DNA damage 30 min before lysis; note: potency is the fitted concentration of half-maximal effect; % of control where 0% means no effect; nearly all actives have a fitted effect of over 45% in size
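ATM-like activity read as KAP-1 phosphorylation via AlphaLISA donor/acceptor antibody pairs after lysis and 6 hr at 25C. Cells were ATM-null patient fibroblasts ([…], hTERT), dosed 60 min, then exposed to the DSB inducer NCS for 30 min.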
a7 integrin act: integrin-mediated muscular dystrophy alleviation activation; 0.064% of 350,000 active; AID 624291; Potency, µM (titrated, usually from 38.3 µM), for the others: top-dose activation, hits mostly activators; alpha7betagal myoblasts, beta-gal FDG fluorescence, 48 h;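 note: potency is the fitted concentration of half-maximal effect; 100% = response of the positive control SU9516; nearly all actives have a fitted effect of over 60% in size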
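Alpha7betagal+/- myoblasts (passage 13) were plated 16-24 hr, then exposed to compounds (1:260 dilution of DMSO stock) for 48 hours at 37C. After MPER lysis, β-galactosidase reporter activity was read as FDG fluorescence (ex 480/em 540) after 30 minutes.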
TSHR antag: human thyrotropin receptor antagonism. AID 504810. P16473. TSHR-expressing cells, TSH-stimulated cAMP HTRF, 2 h; hits give low values. 0.2% of 330,000 active. activity change, negative = inhibition, % at 11.5 µM;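 active = activity change below a set negative limit, meaning inhibition stronger than a set level, cut at about -70% in these data; inconclusive = activity change between two set negative limits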; note: % is set by controls: 0 for no effect and ±100 for the full control effect
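Freshly harvested TSHR cells receive pin-tooled compound, then EC80 TSH at 4nM final. After 2 hours at 37 deg C, antibody in lysis buffer and cAMP-d2 are added; 30 minutes at ambient temperature precede the HTRF read.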
Mito fusion yeast: blocks mitochondrial division or promotes mitochondrial fusion; S. cerevisiae fusion-defective mutant growth rescue, CellTiterGlo 48 h; Potency, µM (titrated, usually from 46.1 µM), for the others: at the highest dose growth rescue (activation), hits mostly activators; 0.23% of 320,000 active; AID 485298;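 note: potency is the fitted concentration of half-maximal effect; % of control where 0% means no effect; nearly all actives have a fitted effect of over 45% in size; temperature-sensitive fusion mutants such as fzo1-1 at 37 °C on non-fermentable ethanol glycerol medium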
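Compounds are tested for their ability to restore growth of mitochondrial fusion-defective yeast strains at non-permissive 37C in YPEG medium over 48 hours. Viability is quantified by luciferase luminescence.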
Menin-MLL TR inh: displaces Texas Red mutant MLL peptide from human menin | O00255 | Menin + Texas Red MLL mutant peptide, fluorescence polarization | Potency, µM (top dose mostly 61.6 µM), inactives show top-dose FP activity change, negative = inhibition, usual class: inhibitors | 0.23% of 270,000 active | AID 1768; active = well fitted inhibition curve with a large enough effect in the polarisation, with a control signal flat, not every such curve was filed as active; inconclusive = small, poorly fitted or top-dose-only effect, or effect the other way, or a change in a side signal; inactive = no such curve, though single readings can be large or run the other way; the % refers to the polarisation; note: potency is the fitted concentration of half-maximal effect; % of control where 0% means no effect; many of its hits are not listed in these tables
CXXC DNA block: inhibitors of human MLL CXXC domain-DNA interaction. Q03164. MLL-CXXC / FITC-HOXA9 DNA fluorescence polarization. 0.037% of 290,000 active. Potency, µM (series often up to 115 µM), for the others: at the highest dose activity change, negative = inhibition, usual class: inhibitors. AID 2662; active = well fitted inhibition curve with a large enough effect in the polarisation, with a control signal flat, not every such curve was filed as active; inconclusive = small, poorly fitted or top-dose-only effect, or effect the other way, or a change in a side signal; inactive = no such curve, though single readings can be large or run the other way; the % refers to the polarisation; note: potency is the fitted concentration of half-maximal effect
Target sequence (Q03164 whole entry, looked up, the tested form may be a part): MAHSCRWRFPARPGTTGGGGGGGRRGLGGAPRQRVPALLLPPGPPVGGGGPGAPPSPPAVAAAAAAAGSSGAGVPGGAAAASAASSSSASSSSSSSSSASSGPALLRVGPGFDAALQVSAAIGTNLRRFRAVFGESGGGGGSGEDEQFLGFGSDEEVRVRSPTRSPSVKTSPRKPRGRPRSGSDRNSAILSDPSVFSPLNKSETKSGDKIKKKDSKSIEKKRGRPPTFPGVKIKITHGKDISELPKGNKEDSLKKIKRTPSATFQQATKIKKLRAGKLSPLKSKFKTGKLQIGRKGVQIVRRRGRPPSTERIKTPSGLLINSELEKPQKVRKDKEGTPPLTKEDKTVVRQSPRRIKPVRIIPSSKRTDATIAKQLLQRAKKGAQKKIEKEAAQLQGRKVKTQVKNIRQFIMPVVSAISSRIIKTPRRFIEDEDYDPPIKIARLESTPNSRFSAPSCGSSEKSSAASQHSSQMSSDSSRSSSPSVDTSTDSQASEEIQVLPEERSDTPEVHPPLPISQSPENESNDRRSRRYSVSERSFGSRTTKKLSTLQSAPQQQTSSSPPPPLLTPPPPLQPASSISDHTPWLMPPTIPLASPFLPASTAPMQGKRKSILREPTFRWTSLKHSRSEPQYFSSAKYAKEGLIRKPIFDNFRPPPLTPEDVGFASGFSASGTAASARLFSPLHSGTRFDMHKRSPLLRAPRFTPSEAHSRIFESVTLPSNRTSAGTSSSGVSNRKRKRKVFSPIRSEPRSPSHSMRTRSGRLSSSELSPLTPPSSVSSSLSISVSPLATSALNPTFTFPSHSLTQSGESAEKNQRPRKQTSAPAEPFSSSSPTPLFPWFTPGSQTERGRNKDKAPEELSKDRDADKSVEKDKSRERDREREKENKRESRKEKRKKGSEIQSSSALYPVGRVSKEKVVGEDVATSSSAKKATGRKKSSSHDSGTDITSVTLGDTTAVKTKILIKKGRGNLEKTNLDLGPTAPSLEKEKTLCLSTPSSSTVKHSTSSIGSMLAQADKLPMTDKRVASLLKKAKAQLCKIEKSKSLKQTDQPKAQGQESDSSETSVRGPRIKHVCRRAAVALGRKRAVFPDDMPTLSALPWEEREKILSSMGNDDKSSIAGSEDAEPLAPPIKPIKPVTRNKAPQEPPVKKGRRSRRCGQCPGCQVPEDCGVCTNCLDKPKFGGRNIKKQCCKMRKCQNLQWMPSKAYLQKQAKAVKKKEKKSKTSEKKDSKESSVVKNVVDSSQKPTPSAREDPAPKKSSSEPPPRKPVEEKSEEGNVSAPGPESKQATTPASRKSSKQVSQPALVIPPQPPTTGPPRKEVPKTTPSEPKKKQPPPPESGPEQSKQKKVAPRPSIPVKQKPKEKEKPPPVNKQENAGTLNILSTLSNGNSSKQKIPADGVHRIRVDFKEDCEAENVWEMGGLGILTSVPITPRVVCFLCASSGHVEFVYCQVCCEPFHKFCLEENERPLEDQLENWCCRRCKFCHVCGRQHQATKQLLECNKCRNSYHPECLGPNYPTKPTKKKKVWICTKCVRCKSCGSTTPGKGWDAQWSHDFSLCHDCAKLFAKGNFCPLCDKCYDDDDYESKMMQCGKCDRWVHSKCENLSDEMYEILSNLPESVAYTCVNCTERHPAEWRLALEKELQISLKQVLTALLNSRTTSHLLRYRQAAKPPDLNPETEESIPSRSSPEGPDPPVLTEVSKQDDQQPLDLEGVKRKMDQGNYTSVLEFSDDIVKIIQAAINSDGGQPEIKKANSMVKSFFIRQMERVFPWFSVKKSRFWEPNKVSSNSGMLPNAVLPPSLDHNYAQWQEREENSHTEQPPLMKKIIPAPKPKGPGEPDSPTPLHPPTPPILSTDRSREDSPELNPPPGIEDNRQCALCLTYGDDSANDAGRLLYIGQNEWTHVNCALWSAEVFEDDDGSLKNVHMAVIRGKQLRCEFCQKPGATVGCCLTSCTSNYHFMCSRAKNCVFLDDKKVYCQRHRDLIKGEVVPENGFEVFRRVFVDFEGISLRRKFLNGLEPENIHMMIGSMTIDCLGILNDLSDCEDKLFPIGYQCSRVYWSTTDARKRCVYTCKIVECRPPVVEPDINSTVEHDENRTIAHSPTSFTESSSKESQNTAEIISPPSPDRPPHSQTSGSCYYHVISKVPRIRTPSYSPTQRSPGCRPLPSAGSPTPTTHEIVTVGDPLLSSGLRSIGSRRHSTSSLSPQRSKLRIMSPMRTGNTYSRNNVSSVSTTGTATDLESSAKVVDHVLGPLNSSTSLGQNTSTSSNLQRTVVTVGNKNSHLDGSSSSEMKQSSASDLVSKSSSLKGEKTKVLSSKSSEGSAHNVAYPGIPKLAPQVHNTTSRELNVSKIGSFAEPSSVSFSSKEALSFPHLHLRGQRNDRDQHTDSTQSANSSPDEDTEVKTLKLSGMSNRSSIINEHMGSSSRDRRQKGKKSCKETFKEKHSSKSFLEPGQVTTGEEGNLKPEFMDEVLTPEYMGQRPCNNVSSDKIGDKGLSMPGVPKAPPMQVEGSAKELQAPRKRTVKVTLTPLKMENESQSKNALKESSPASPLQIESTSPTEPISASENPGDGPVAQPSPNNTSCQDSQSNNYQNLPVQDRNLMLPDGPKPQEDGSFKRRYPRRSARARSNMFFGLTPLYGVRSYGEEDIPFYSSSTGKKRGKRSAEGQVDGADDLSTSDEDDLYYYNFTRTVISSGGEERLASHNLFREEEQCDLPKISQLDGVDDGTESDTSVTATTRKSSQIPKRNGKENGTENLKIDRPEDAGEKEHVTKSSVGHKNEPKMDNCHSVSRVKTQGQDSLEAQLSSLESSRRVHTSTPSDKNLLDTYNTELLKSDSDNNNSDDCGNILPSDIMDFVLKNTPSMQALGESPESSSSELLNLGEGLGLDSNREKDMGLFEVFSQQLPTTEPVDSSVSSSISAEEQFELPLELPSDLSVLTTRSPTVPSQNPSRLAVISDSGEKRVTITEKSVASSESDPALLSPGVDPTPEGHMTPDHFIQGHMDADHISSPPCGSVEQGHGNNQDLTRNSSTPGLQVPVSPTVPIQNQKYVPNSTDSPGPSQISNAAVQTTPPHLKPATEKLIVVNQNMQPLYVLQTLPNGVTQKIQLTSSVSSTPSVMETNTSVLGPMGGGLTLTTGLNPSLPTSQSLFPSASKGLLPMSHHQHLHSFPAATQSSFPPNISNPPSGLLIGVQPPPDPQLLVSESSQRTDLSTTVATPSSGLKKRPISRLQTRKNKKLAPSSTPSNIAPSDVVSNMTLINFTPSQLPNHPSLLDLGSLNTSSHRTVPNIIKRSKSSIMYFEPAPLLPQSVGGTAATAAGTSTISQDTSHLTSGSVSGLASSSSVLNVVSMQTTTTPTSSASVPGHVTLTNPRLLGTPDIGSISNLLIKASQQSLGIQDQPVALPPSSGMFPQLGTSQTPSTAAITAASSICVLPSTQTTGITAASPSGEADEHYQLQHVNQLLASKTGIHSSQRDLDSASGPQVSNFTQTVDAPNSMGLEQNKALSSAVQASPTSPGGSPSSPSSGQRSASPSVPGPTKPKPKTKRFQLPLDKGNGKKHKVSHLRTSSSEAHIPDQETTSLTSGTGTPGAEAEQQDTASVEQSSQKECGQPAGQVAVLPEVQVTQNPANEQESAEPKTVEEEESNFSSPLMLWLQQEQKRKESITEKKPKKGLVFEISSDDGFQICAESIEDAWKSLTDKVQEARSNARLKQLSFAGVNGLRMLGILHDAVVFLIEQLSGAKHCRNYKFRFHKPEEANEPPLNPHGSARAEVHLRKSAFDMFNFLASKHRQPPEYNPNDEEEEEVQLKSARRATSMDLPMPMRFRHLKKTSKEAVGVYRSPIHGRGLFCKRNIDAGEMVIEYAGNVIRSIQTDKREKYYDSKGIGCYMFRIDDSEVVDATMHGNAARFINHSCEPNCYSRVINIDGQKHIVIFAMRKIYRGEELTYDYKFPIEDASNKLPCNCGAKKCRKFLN
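Fluorescence polarization: 7 uM MLL-CXXC (stock) preincubated 5 min with compounds, then 50 nM fluorescein-HOX-A9 DNA (stock) added; 30 min ambient. Buffer 50 mM Tris-HCl pH 7.5, 50 mM NaCl, 1 mM DTT, 0.05% BSA.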
TCR activator: activators of T cell receptors; primary human leukocytes, anti-CD3, IL-2 HTRF, 48 h; Potency, µM (doses to about 9.22 µM), without a hit: at the highest dose activation of IL-2 secretion, actives largely listed as activators; 330,000 tested, under 10 active; AID 504894; note: % of control where 0% means no effect
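Primary human leukocytes were stimulated with a-CD3 beads plus compounds for 48 hr without co-stimulation; secreted IL-2 was quantified by HTRF using a-IL-2-K (europium cryptate) and a-IL-2-d2, excited at 320nm with acceptor emission read at 665nm.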
S-ASM inh: human S-ASM enzyme inhibition | P17405 | AID 504937 | placental ASM, HMU-PC fluorogenic substrate, 60 min | Potency, µM (top dose mostly 57.5 µM), inactives show top-dose activity change, negative = inhibition, actives largely listed as inhibitors | 0.006% of 340,000 active; note: potency is the fitted concentration of half-maximal effect
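Fluorogenic HMU-PC substrate (9 uM final) is turned over by placental ASM in 60 min at 37 C after a 10 min compound preincubation. Reaction ended by alkaline stop (pH 10), with fluorescence read at 386/447 nm.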
TSG101-PTAP inh: blocks PTAP/TSG101 interaction to inhibit HIV-1 budding; Fluorescence polarization, FITC-PTAP peptide / Tsg101 binding; Potency, µM (titrated, usually from 115 µM), inactives show top-dose activity change, negative = inhibition, usual class: inhibitors; 340,000 tested, under 10 active; active = well fitted inhibition curve with a large enough effect in the main read-out, with a control signal flat, not every such curve was filed as active; inconclusive = small, poorly fitted or top-dose-only effect, or effect the other way, or a change in a side signal; inactive = no such curve, though single readings can be large or run the other way; note: potency is the fitted concentration of half-maximal effect; % of control where 0% means no effect
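Steps: Tsg101 binding domain dispensed (10 uM final), compounds pinned in DMSO, FITC-labeled PTAP-motif peptide added (50 nM final); after 20 min binding at room temperature, polarization measured.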
MBNL1 CUG block: blocks human MBNL1 binding to CUG repeat RNA; Q9NR56; TR-FRET MBNL1-His/biotin-(CUG)12 binding, 665/545 ratio; Potency, µM (top dose mostly 57.5 µM), for inactives: at the top dose activity change, negative = inhibition, most hits filed as inhibitors; 0.036% of 280,000 active; active = well fitted inhibition curve with a large enough effect in the signal ratio, with a control signal flat, not every such curve was filed as active; inconclusive = small, poorly fitted or top-dose-only effect, or effect the other way, or a change in a side signal; inactive = no such curve, though single readings can be large or run the other way; the % refers to the signal ratio; note: potency is the fitted concentration of half-maximal effect; % is set by controls: 0 for no effect and ±100 for the full control effect
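Compounds (final 92 nM to 58 uM) are added to His-tagged MBNL1 and biotin-(CUG)12, then terbium anti-His antibody and streptavidin-XL665 (5 nM final). After 60 min at room temperature, the 665/545 nm ratio is read.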
* marks the source's active call; other numbers are inactive results; ? = inconclusive; . = not tested or not shown; [ ] = dose if it differs, or a comment. Unless noted, calls come from the whole dose curve; as a rule, active = well fitted curve in the direction sought with a large enough effect; inconclusive = small, poorly fitted or top-dose-only effect, or another doubt; inactive = no such curve, though single readings can be large; an effect the other way counts as inactive or inconclusive. Not all compounds are listed, so the mix of outcomes need not match the whole.

Fields: AT treatment	a7 integrin act	TSHR antag	Mito fusion yeast	Menin-MLL TR inh	CXXC DNA block	TCR activator	S-ASM inh	TSG101-PTAP inh	MBNL1 CUG block
(1) CCOc1ccc(/C=C2\NC(=S)NC2=O)cc1
  -8%	18%	-7	-3%	.	1%	1%	-1%	-3%	?
(2) Cc1ccc(N(C(=O)c2ccccn2)C(C(=O)NC2CCCCC2)c2ccncc2)cc1 (stereo not drawn)
  2%	-9%	-7	1%	-17%	4%	-4%	1%	-2%	-1%
(3) CCOC(=O)c1cc(C#N)c(SC(C)C(=O)NC2CCCCC2)nc1C (stereo not drawn)
  -4%	-4%	-19	-7%	.	.	.	65%	-3%	.
(4) CCOC(=O)/C=C/c1ccc2c(c1)S(=O)(=O)N(Cc1ccc(OC)cc1)[C@H]2CC(=O)OCC
  .	-22%	.	.	.	.	-5%	-2%	1%	.
(5) Nc1nc(CSc2nc3ccccc3[nH]2)nc(N2CCOCC2)n1
  11%	-2%	10	-3%	-12%	-2%	5%	2%	-2%	0%
(6) O=C(Cc1ncc(C(F)(F)F)cc1Cl)NCCc1ccccc1
  -1%	-24%	9	3%	0%	8%	9%	1%	-1%	-2%
(7) CC1CCCCN1CCNC(=O)C1CCCN(S(=O)(=O)c2cccc3nsnc23)C1 (stereo not drawn)
  -4%	-21%	9	-1%	.	-7%	-1%	-1%	-2%	?
(8) CCOC(=O)c1c(C)[nH]c2ccc(O)cc12
  3%	3%	0	-1%	-7%	4%	1%	1%	-1%	-11%
(9) O=C(c1ccc(Cl)cc1)c1c[nH]cc1-c1ccccc1
  -1%	0%	-19	21%	22%	-7%	-3%[46.1 µM]	-1%	-4%	-5%
(10) O=[N+]([O-])c1ccc(NNC(=S)Nc2ccccc2)cc1
  -1%	-18%	-4	13%	.	-7%	-1%	-4%	-1%	?
(11) CN(C(=S)Nc1ccc(SC(F)F)cc1)C(c1ccccc1)c1ccccc1
  2%	-57%[inhibitor]	-24	-20%	68%[activator]	-13%	1%	0%	1%	-2%
(12) COc1ccc(/C=N/n2c(-c3ccco3)nc3ccccc3c2=O)cc1
  2%	-7%	-10	-1%	10%	5%	4%[46.1 µM]	0%	-6%	10%
(13) CC(C)(C)NC(=S)NNC(=O)c1ccncc1
  6%	-18%	-15	?	-4%	17%	0%[46.1 µM]	-1%	0%	-23%[11.5 µM]
(14) CCOC(=O)C1CCCN(Cc2ccc(OCc3ccccc3)c(OC)c2)C1 (stereo not drawn)
  -5%	-8%	-8	-5%	-7%	-2%	.	2%	0%	-22%
(15) O=C(Cc1sc(-c2ccccc2)nc1-c1ccccc1)Nc1ccc(Cl)cc1
  .	-7%	6	2%	?	13%	4%	-6%	-4%	12%
(16) Cc1cc(C)c(C#N)c(SC2CCCCC2=O)n1 (stereo not drawn)
  3%	-5%	-8	-4%	18%	-6%	0%	2%	-7%	-2%
(17) CC(=O)Oc1cccc(C(=O)Nc2ccc(NC(=O)c3cccs3)cc2)c1
  -1%	21%	4	2%	?	13%	-3%	.	-3%	1%
(18) CCOC(=O)C1(CCOc2ccccc2)CCN(S(=O)(=O)N(C)C)CC1
  -1%	0%	13	-2%	0%	-1%	-3%	-1%	-1%	-3%
(19) O=C(Nc1ccccc1F)c1ccco1
  .	11%	-11	-3%	1%	1%	-8%[46.1 µM]	-1%	-9%	?
(20) Cc1ccccc1NC(=O)c1cccc(Cn2cc(Br)c([N+](=O)[O-])n2)c1
  -3%	-28%	1	6%	22%	-3%	-20%	-3%	-10%	?
(21) O=C(CN1CCN(S(=O)(=O)c2ccccc2)CC1)Nc1ccc(Cl)c([N+](=O)[O-])c1
  5%	-14%	-11	3%	.	.	5%	-4%	-1%	.
(22) COc1ccc(OC)c(C2CC(=O)c3c([nH]c(C(=O)OCC4CCCO4)c3C)C2)c1 (stereo not drawn)
  -12%	6%	-9	9%	7%	2%	-4%	-8%	1%	-5%
(23) CC(=O)NC(Cc1c[nH]c2ccccc12)C(=O)OCC(=O)Nc1ccc2c(c1)OCO2 (stereo not drawn)
  9%	-37%	12	5%	16%	-7%	-22%	1%	-10%	-7%
(24) Cc1onc(-c2ccccc2)c1C(=O)OCC(=O)Nc1ccc2c(c1)OCO2
  8%	14%[7.66 µM]	6	0%	18%	-7%	4%	3%	0%	-5%
(25) CN(C)S(=O)(=O)c1ccc(S(=O)(=O)NCCN2CCOCC2)cc1
  -11%	1%	-1	1%	4%	7%	-7%	-5%	0%	-5%
(26) CCc1cccc(C)c1NC(=O)COC(=O)C1CC(=O)N(CCc2ccc(OC)c(OC)c2)C1 (stereo not drawn)
  10%	1%	-6	5%	.	.	10%	5%	-1%	.
(27) Cc1nn(CCOc2ccccc2)c(=O)n1-c1ccccc1F
  6%	8%	2	-5%	-9%	7%	-4%	3%	-5%	?
(28) Cc1cccc(/C(N)=N/OC(=O)Cc2ccccc2)c1
  8%	-29%	-14	1%	-1%	8%	-11%	-2%	-3%	-2%
(29) CCCNC(=O)COC(=O)c1ccc(S(=O)(=O)N2CCCCCC2)cc1
  6%	10%	-4	-1%	-5%	4%	2%	0%	0%	1%
(30) Cc1ccc(OCC(=O)O/N=C(\N)c2cccc([N+](=O)[O-])c2)cc1C
  4%	-23%	-4	-3%	.	-1%	13%	-4%	-4%	.
(31) CC1Cc2ccccc2N1C(=O)COC(=O)CSc1ccc(F)cc1 (stereo not drawn)
  2%	5%	3	5%	.	.	-9%	3%	-1%	.
(32) O=C(CN(c1ccccc1Cl)S(=O)(=O)c1ccccc1)N/N=C/c1ccccc1C(=O)O
  ?	4%	31	-3%	1%	-11%	4%	5%	-11%	1%
(33) C=CCn1c(=N)c(C(=O)NCCCOC)cc2c(=O)n3cc(C)ccc3nc21
  -3%	-12%	-2	1%	20%	-7%	-6%	.	1%	?
(34) Cc1ccsc1/C=N\NC(=O)c1cc(C(C)(C)C)[nH]n1
  3%	-3%	7	2%	-8%	-10%	-6%	3%	0%	?
(35) NNc1nc(NCc2ccccc2)nc(N2CCOCC2)n1
  .	-8%	31	-5%	-2%	-2%	-4%[46.1 µM]	-6%	-3%	2%
(36) Cc1ccc(C(=O)N2CC(C)OC(C)C2)cc1[N+](=O)[O-] (stereo not drawn)
  3%	-4%	8	0%	7%	-14%	7%	0%	-2%	8%
(37) COCc1nnc(NC(=O)CCC2CCCCC2)s1
  -2%	-20%	-8	-10%	8%	8%	3%	-1%	-3%	6%
(38) COc1ccc(COc2ccc(S(=O)(=O)N3CCCC3)cc2C(N)=O)cc1F
  3%	-24%	-6	5%	?	17%	-3%	-1%	-2%	-4%
(39) Cc1nc(SCC(=O)N2c3ccccc3Sc3ccccc32)n[nH]1
  .	13%	-6	-2%	-5%	-2%	-6%	1%	0%	-2%
(40) CC1CCN(C(=O)CSc2nc(N)cc(N)n2)CC1
  -2%	-5%	-4	1%	1%	7%	-1%	8%	-4%	-4%
(41) COC(=O)c1cc(OC)c(OC)cc1NC(=O)C1CCC(=O)N1S(=O)(=O)c1ccc(C)cc1 (stereo not drawn)
  3%	-1%	11	2%	0%	2%	-3%	-2%	-2%	-2%
(42) O=c1cc(-c2ccc(O)c(O)c2)oc2c1ccc1ccccc12
  -16%	-31%	4	10%	.	.	5%	-18%	9%	.
(43) CCOc1ccc(C(=O)C2CCN(C(=O)c3ccccc3C(=O)O)CC2)cc1
  -2%	-10%	3	0%	11%	2%	-52%	2%	-1%	-8%
(44) COc1cccc(NC(=O)CN(C)CC(=O)Nc2ccc(C)c([N+](=O)[O-])c2)c1
  -5%	?	-5	23%	?	9%	-2%	-5%	-1%	?
(45) COc1ccccc1C(C)NC(=O)c1ccc(C)o1 (stereo not drawn)
  .	-15%	-4	-1%	2%	2%	2%	-1%	-3%	-1%
(46) O=C(Nc1ccccc1)c1cnc2ccccc2n1
  4%	13%	-2	29%	12%	-3%	0%[46.1 µM]	-1%	7%	?
(47) O=C(Nc1ccc(N2CCOCC2)cc1)c1ccc([N+](=O)[O-])o1
  -8%	-62%[inhibitor]	-6	-5%	3%	12%	-17%	-3%	-2%	?
(48) COc1ccc(NC(=O)CN(C)C(=O)c2cccc(S(=O)(=O)N3CCN(C)CC3)c2)cc1
  7%	4%	3	-1%	.	.	-1%	4%	-4%	.

Compound activity as filed in PubChem.
